# Assay outcomes from PubChem.
# PglD inh: blocks C. jejuni PglD acetyltransferase activity; 360,000 tested, 0.098% active; inhibition, % at 12.5 µM; AID 602405; purified PglD enzyme, DTNB colorimetric CoA detection; in the data active = inhibition above about 16%, passing the limit was not always enough; note: strong numbers were not always called active
# esBAF inh: inhibitors of esBAF chromatin remodeling in mouse ES cells. AID 602393. 350,000 tested, 2% active. reporter increase, % at 12.5 µM. Bmi1-luciferase knock-in reporter, 24 h; 100% = twice the neutral-well signal; in the data active = activation above about 40%;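 note: 0% = median of the plate's neutral control wells and 100% = double that signal; a rise in the Bmi1 reporter signal indicates esBAF inhibition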
# RAD54 inh: RAD54 (human) branch migration inhibition; Q92698; RAD54 Holliday junction branch migration, FAM/BHQ fluorescence; inhibition, % at 10.4 µM; 360,000 tested, 0.14% active;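 active = mean normalized replicate activity at least 40 and at least half of replicates scoring 40 or more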;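 note: 0% = median of neutral control wells and 100% = median of positive control wells; inhibitors cause a drop in the FAM fluorescence signal; in these data hits start at about 50%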
# ARNT TACC3 PPI: disruptors of human ARNT/TACC3 interaction; inhibition, % at 9.99 µM; Q9Y6A5; AlphaScreen His-ARNT PAS-B/GST-TACC3 binding, luminescence; TACC3 fragment carries E629A point mutation; 390,000 tested, 0.66% active; AID 623870;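 active = mean inhibition of replicates at least 50% and at least half of replicates each reaching 50%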;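 note: 0% = complete ARNT plus TACC3 wells and 100% = ARNT alone without TACC3; many hits fall short of the cut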
# CASP6 VEID inh: caspase-6 (human) enzyme inhibition; P55212; 350,000 tested, 0.53% active; purified caspase-6, Z-VEID-R110 cleavage fluorescence; inhibition, % at 12.5 µM;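 active = mean inhibition across replicates at least about 35%, with every replicate also reaching that limit, limit read from the data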;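 note: 0% = median of neutral control wells and 100% = no fluorescence left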
# Target sequence (P55212 24-179 limits assumed): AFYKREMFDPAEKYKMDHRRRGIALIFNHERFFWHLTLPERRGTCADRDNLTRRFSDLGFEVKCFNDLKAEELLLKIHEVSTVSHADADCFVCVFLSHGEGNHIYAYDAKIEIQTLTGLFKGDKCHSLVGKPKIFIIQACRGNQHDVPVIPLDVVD
# Target sequence (P55212 194-293 limits assumed): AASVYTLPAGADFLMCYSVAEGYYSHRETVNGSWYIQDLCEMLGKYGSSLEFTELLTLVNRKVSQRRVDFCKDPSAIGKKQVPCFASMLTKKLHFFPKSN
# E-sel inducer: induces E-selectin expression in human endothelial cells; P16581; HUVEC E-selectin immunofluorescence imaging; normalized: neutral wells 0, TNF-alpha wells 100; activation, % at 7.58 µM; 260,000 tested, 0.37% active;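 active = mean E-selectin-positive cell signal at least 10% of the positive control, reached in at least 60% of replicates, without over 20% cell loss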;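 note: in these data hits start at about 27%; measured in HUVEC primary endothelial cells; signal is the percent of cells scored E-selectin positive by PE staining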
# Target sequence (P16581 whole entry, looked up): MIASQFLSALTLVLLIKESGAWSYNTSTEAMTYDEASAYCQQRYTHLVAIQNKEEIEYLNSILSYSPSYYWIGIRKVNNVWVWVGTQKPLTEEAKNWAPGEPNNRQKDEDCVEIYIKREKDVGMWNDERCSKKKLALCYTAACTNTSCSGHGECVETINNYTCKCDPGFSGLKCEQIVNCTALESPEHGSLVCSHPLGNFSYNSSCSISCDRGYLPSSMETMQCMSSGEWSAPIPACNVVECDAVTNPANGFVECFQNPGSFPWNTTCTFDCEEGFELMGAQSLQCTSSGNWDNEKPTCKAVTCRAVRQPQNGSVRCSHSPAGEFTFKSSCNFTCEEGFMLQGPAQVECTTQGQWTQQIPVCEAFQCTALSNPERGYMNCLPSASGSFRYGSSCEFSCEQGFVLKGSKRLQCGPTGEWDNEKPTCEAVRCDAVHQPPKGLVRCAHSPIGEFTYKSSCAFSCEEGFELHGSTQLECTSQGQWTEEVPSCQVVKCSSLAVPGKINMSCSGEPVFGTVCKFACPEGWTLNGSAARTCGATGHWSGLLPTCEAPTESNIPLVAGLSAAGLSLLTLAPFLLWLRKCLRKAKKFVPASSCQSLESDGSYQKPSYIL
#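 System: HUVEC, human umbilical vein endothelial cells; quantity: 3,000 cells/well; buffer or medium: EGM-2 medium, gelatin-coated wells; dosing: single-point compound dose; detection: immunofluorescence imaging; evaluation: % PE-positive cells; benchmarks: TNF-alpha, DMSO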
# ERp5 inh: blocks human ERp5 reductase activity on insulin. ERp5 insulin aggregation, absorbance 650 nm, 90 min. inhibition, % at 9.99 µM. 350,000 tested, 0.05% active;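 active = mean replicate inhibition above about 25%, with every replicate also reaching it, limit read from the data, passing the limit was not always enough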
# RAD52 anneal inh: RAD52 (human) annealing inhibition; P43351; 360,000 tested, 0.46% active; recombinant RAD52 DNA annealing, FRET fluorescence; AID 651710; inhibition, % at 18.7 µM;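 active = every replicate showing at least 50% inhibition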
# The depositor's hits bear a star; . = not tested or not shown; & = joins results of further samples.
SMILES,PglD inh,esBAF inh,RAD54 inh,ARNT TACC3 PPI,CASP6 VEID inh,E-sel inducer,ERp5 inh,RAD52 anneal inh
COc1ccc(OC)c(CCNC(=O)c2sc3nc4n(c(=O)c3c2C)CCC4)c1,1,6,-11,4,-3,.,8,-12
O=C(CN1C(=O)NC2(CCCC2)C1=O)Nc1nc2ccc(F)cc2s1,1,.,3,1,6,0.5,2,-2
O=C(c1ccc(S(=O)(=O)N2CCCCCC2)cc1)N1CCN(c2ccccc2)CC1,-6,-5,-2,0,1,.,6,-12
O=C1CCCc2c1cc(C(=O)NC1CCSC1=O)c(=O)n2-c1ccccc1 (centres undefined),0,-2,-15,-4,.,.,.,.
CN(C)C(=O)c1cccc(-c2ccc3c(c2)[C@H]2[C@H](CCN2Cc2ccccc2F)[C@@H](CO)N3)c1,-2,7,-9,8,.,-0.5,.,.
C=CCOc1cccc(CNn2nnnc2N)c1,.,.,.,-5,1,-7.6,-2,-9
COc1cccc(-c2c(C(=O)N/N=C(\C)c3cccnc3)nnn2-c2nonc2N)c1,1,-6,8,-1,18,.,2,-12
COc1ccc(C)cc1NC(=O)C(C)N(c1ccc(C)cc1)S(C)(=O)=O (centres undefined),1,1,-5,3,.,.,.,.
O=C(NNc1ccc(C2CCCCC2)cc1)C(O)(c1ccccc1)c1cccs1 (centres undefined),.,9,.,3,1,.,-10,-21
Cc1ccc(S(=O)(=O)N[C@@H]2CC[C@@H](CCn3cc(C4(O)CCCC4)nn3)O[C@H]2CO)cc1,-1,-2,9,-3,2,-0.1,0,-2
CCN(CC(=O)NCc1ccc(F)cc1)S(=O)(=O)c1ccc(Cl)s1,-1,1,7,-4,0,-2.3,.,-9
CC(C)c1nc(SCC(=O)Nc2cccc(C(=O)O)c2)c2c3c(sc2n1)CCCC3,5,8,-8,-3,9,-0.1,2,-10
CC(=O)Nc1ccc(S(=O)(=O)N2CCC(NC(=O)C(Cc3ccccc3F)NC(C)=O)CC2)cc1 (centres undefined),5,-7,6,-4,3,-0.3,-1,10
COc1cc2nc(CN(C)Cc3ccc(OC)c(OC)c3OC)[nH]c(=O)c2cc1OC,.,.,.,-1,0,4.6,-3,2
O=C(Nc1ccc(F)cc1)C1CCCN1S(=O)(=O)c1ccc(Br)cc1 (centres undefined),8,1,-1,-12,2,0.3,-4,-9
C[C@H](CO)N1C[C@H](C)[C@@H](CN(C)Cc2ccccn2)Oc2ncc(Br)cc2C1=O,4&1&-9,0&-4&0,-18&-6&-4,4&20,-2&-5&-5,-0.7&0.4,-3&0&1,-1&-15&-10
CCC1CCCCN1S(=O)(=O)Cc1ccccc1Cl (centres undefined),.,.,.,-14,-2,.,-3,2
Nc1ccc(Br)cc1-c1nc2ccccc2[nH]c1=O,.,.,.,-8,-4,4.8,-3,-37
CCN(CC)CCNc1ccc(C)c2sc3ccc(O)cc3c(=O)c12,.,.,.,28,-16,-0.2,-7,76*
O=C(C[C@@H]1CC[C@@H]2[C@H](COC[C@@H](O)CN2Cc2nccs2)O1)N1CCC(Cc2ccccc2)CC1,6,6,7,15,.,0.0,.,.
Cc1ccc(C)c(N(CC(=O)N2CCCC2)S(C)(=O)=O)c1,1,-6,6,-4,-2,.,4,-7
O=C(NCc1n[nH]c(=S)n1-c1ccccc1)c1ccco1,-3,-4,-9,-15,.,.,.,.
Cc1cc(=O)oc(C)c1C(=O)Nc1cnc2ccccc2c1,-4,4,-14,-7,.,.,.,.
Cc1ncsc1C(=O)N1N=C2/C(=C/c3ccccc3)CCCC2C1c1ccccc1 (centres undefined),1,-6,5,3,.,.,.,.
CCOc1ccc(NC(=O)NCCCCc2ccccc2)cc1,-2,.,4,-3,1,.,-1,5
CC1=C(C(=O)OCc2ccccc2)C(c2ccc([N+](=O)[O-])cc2)NC(=O)N1CCCCCC(=O)O (centres undefined),0,-10,-9,-12,2,-0.1,1,1
CCCCCn1c(SCc2ccncc2)nc2cc(C(=O)NCc3ccco3)ccc2c1=O,.,-8,.,-6,8,.,4,-19
O=C(/C=C/c1ccc([N+](=O)[O-])cc1)c1cccnc1,14,.,1,-2,5,0.6,5,-17
CN(C/C(O)=C(\C#N)c1ccccc1)C1CCCCC1,-5,-9,-8,-4,.,.,.,.
COCC(=O)N1[C@H](C(=O)Nc2ccccc2)[C@@H](CO)[C@@H]2Cn3c(ccc(-c4ccc(F)cc4)c3=O)[C@@H]21,2,2,-4,-4,8,-0.4,4,-8
O=C1NC(=O)C2(COC(c3ccccc3Cl)OC2)S1 (centres undefined),.,.,.,-7,-1,.,3,2
CN1CCN(C(=O)C2=C[C@@H](C3CCCCC3)C[C@@H](OCCCCO)O2)CC1,-2&9,5,10&-3,-15&-4,-7&-7,-0.1,2&3,3&-13
COCCn1c(=S)[nH]c2ccc(N(C)C)cc2c1=O,0,-6,-5,3,.,.,.,.
O=C1CCc2cc(S(=O)(=O)Nc3ccccc3F)ccc2N1,-6,-2,-8,-5,3,.,-3,-8
C#CCN1[C@@H]2CCN(C2)c2cc(Br)ccc2S1(=O)=O,-1,1,5,-22,2,-0.1,-4,-12
C[C@@H](NC(=O)C[C@@H]1CC[C@@H](NC(=O)C2CCC2)[C@H](CO)O1)c1ccccc1,2,-10,-5,18,1,0.4,5,4
Cc1ccccc1OCC(=O)N1CCc2ccccc2C1,5,34,0,0,2,.,-3,-8
O=C(Nc1ccccc1)N[C@@H]1CC[C@H](CCn2cc(C3(O)CCCC3)nn2)O[C@@H]1CO,2,-1,-6,1,3,-0.2,0,-7
CCc1nc2c(OCC(=O)C(C)(C)C)cccn2c1N(C)C(=O)c1cccs1,3,8,1,.,-1,-0.3,-4,-2
C[C@@H]1CCCCO[C@@H](CN(C)Cc2ccncc2)[C@H](C)CN([C@H](C)CO)C(=O)c2cc(NC(=O)NC3CCCCC3)ccc2O1,3,0,-3,7,-1,-0.3,0,1
CC(NC(=O)c1ccc([N+](=O)[O-])o1)C12CC3CC(CC(C3)C1)C2 (centres undefined),5,-5,1,6,8,.,-1,-13
C[C@H](CO)N1C[C@H](C)[C@@H](CN(C)C(=O)Nc2ccc(C(F)(F)F)cc2)Oc2ccc(NC(=O)c3ccncc3)cc2CC1=O,0,1,2,-2,3,9.2,-7,18
Cc1cc(C)n2nc(SC(C)C(=O)NCc3ccco3)nc2n1 (centres undefined),4,0,1,-1,.,1.5,.,.
COc1ccc(-c2c(C)sc(NC(=O)c3ccnn3C)c2C#N)cc1,.,.,.,0,1,.,-1,-8
Cc1nnc(NC(=O)C(C)Sc2nnc(CCNC(=O)c3ccccc3F)n2C)s1 (centres undefined),2,1,13,6,-1,.,-1,-7
CCOc1ccccc1CN1CCN(Cc2csc(C(C)=O)c2)CC1CCO (centres undefined),.,-7,.,-6,1,.,2,-12
CC(=O)Nc1cccc(OCc2cnc(Cl)s2)c1,-2,2,7,1,2,.,2,3
CCOC(=O)Cn1c2ccccc2c2nc(C)sc21,.,.,.,2,-2,.,3,-11
COc1ccc(F)cc1C(=O)C1CCCN(Cc2ccc3c(c2)OCCO3)C1 (centres undefined),1,-11,7,0,1,.,-1,-19
Cc1ccc(S(=O)(=O)Nc2ccc3c(c2)C(=O)N([C@@H](C)CO)C[C@H](C)[C@@H](CN(C)S(=O)(=O)c2ccc(F)cc2)OCCCC[C@H](C)O3)cc1,-2,1,9,-4,2,-0.1,1,-15
CO[C@@H]1CN(C)C(=O)c2cc(NS(=O)(=O)c3ccccc3)ccc2OC[C@@H](C)N(Cc2ccccn2)C[C@@H]1C,-1,0,-4,11,0,-0.1,-5,8
COc1ccc(Nc2cc(C(=O)NCCCN3CCOCC3)c3ccccc3n2)cc1,2,0,-7,-1,-2,.,-5,0
COc1ccc2c3c(n(C)c2c1)[C@H](CO)NCC31CCN(S(=O)(=O)c2cccc(C)c2)CC1,.,.,.,.,1,-0.3,4,55*
CCOc1cc(N2CCOCC2)c(OCC)cc1NC(=O)COC(=O)c1c(C)noc1C,3,-8,1,.,-3,.,1,-8
CCOC(=O)c1cc(OCC(=O)NC(C)C(C)C)cc(C(=O)OCC)c1 (centres undefined),10,-2,-3,-18,.,.,.,.
COC(=O)c1ccccc1NC(=O)NCc1ccccc1,4,-5,3,-10,0,0.2,0,13
Cc1nn(-c2ccccc2)c(Cl)c1/C=N/NC(=O)c1ccn[nH]1,1,-13,-1,.,6,.,0,4
O=C(c1ccc(CS(=O)c2ccccc2Cl)o1)N1CCN(C2CCCCC2)CC1 (centres undefined),4,0,1,.,-1,.,-1,-8
NC(=O)CSc1nnc(-c2ccc(S(=O)(=O)N3CCCCC3)cc2)n1-c1ccccc1,-1,-6,-4,-14,-1,.,-1,-9
O=C(Cc1c(F)cccc1Cl)Nc1cccc(S(=O)(=O)NC2=NCCCCC2)c1,-6,-2,-4,2,0,0.0,3,-3
# Other records.
SMILES,PglD inh,esBAF inh,RAD54 inh,ARNT TACC3 PPI,CASP6 VEID inh,E-sel inducer,ERp5 inh,RAD52 anneal inh
C/C(=N\N(Cc1ccccc1)c1ccccc1)c1ccncc1,.,.,.,-5,2,.,0,-2
C[C@@H]1CN([C@@H](C)CO)C(=O)c2cc(C#Cc3ccccc3F)cnc2O[C@H]1CN(C)C(=O)Cc1ccncc1,2,-1,5,-7,4,0.0,-2,9
CC(C)(C)NC(=O)C(c1ccncc1)N(Cc1ccc(F)cc1)C(=O)c1ccc(-c2ccccc2)[nH]1 (centres undefined),.,.,.,2,5,1.3,5,-52
CCOc1cc(C(=O)NCC(C)(C)CNC(=O)c2cc(OCC)c(OCC)c(OCC)c2)cc(OCC)c1OCC,5,.,15,.,1,0.1,-1,6
CCOC(=O)CCCCC(=O)c1[nH]c(=O)[nH]c1CSc1nc(C)cc(=O)[nH]1,-5,4,-16,-4,-3,.,-11,-15
C/C=C/c1cnc2c(c1)C(=O)N([C@@H](C)CO)C[C@H](C)[C@@H](CN(C)Cc1ccncc1)O2,-1,-2,-5,-8,0,0.2,2,7
O=C(NC1CCCCC1)N1[C@@H]2CNC[C@H]1C2c1ccc(-c2ccccc2F)cc1 (some centres undefined),.,.,.,.,-16,0.1,1,6
COC(=O)C(C)Sc1nnc2n(-c3cccc(C)c3)c(=O)c3c4c(sc3n12)CCCC4 (centres undefined),0,4,-5,-2,4,-1.3,3,-6
COc1ccc(NC(=O)c2cc(C)no2)cc1,-4,35,-1,-2,-1,0.1,4,-5
CCNc1nc(NC(C)(C)C)nc(SCC(N)=O)n1,-4,-2,0,2,0,.,2,-22
CSCCC(N=C(NS(=O)(=O)c1ccc(Br)cc1)c1ccccc1)C(=O)O (centres undefined),-3,-7,-3,-4,-2,2.0,1,-3
COc1cccc(CN2[C@H](CO)[C@H]3c4ccccc4N(C(=O)c4cccnc4)C[C@H]32)c1,4,-1,0,-2,-2,-0.1,-1,-10
COCCNC[C@H]1[C@@H](c2ccccc2)[C@@H](CO)N1c1nc(C)c(C)s1,-3,3,-4,-1,1,-0.1,4,-28
COc1ccccc1OCC(=O)Nc1nc(C)c(C)s1,1,30,10,-3,-1,.,0,-8
